Screening results from PubChem.
TNAP activators: stimulation of alkaline phosphatase TNAP activity – biochemical, luminescent, no phosphate acceptor, uHTS, primary screen (AID 1001); 0.03% of 200,000 active; activation fold at 20 µM, or EC50 in µM where a hit was titrated; purified TNAP, luminescent activation assay, no phosphate acceptor; higher activation fold means a stronger effect; in the data active = activation fold from about 3, or a potency from the dose series; inactive = the rest, 99 in 100 with activation fold below about 1.6; note: many of its hits are not listed in these tables
PMI inhibition: MPI inhibition at elevated mannose 6-phosphate – biochemical, fluorescence intensity, high mannose 6-phosphate, primary screen (AID 1220); recombinant PMI enzyme, coupled fluorescence intensity; higher % means a stronger effect; 0.66% of 190,000 active; one-dose inhibition, % at 20 µM; IC50 in µM for titrated hits
P. falciparum M1AAP: malaria alanyl aminopeptidase activity blockers – biochemical, fluorogenic H-Leu-NHMec substrate, 1536-well (AID 1445). one-dose inhibition, % at 30 µM; IC50 in µM for titrated hits. recombinant M1AAP, H-Leu-NHMec fluorogenic kinetic assay; higher % means a stronger effect. 0.42% of 220,000 active;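 active = primary inhibition above the hit cutoff, then over 50% inhibition at one or more dose response concentrations, cut at about 23% in these data, passing the limit was not always enough; inconclusive = conflicting primary data, or primary hits not chosen for dose response; inactive = low primary inhibition, or under 50% at every dose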;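 note: plate controls were DMSO full reaction for no effect and no enzyme background for full effect; strong numbers were not always called active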
K1F lysis inhibition: inhibition of K1F phage lysis, E. coli UTI89, bacterial capsule biogenesis inhibitors, alamar blue (AID 488966) | E. coli UTI89 K1F phage lysis, alamar blue, 2 h; higher % means a stronger effect | one-dose inhibition, % at 100 µM; IC50 in µM for titrated hits | 0.02% of 340,000 active;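 active = phage lysis inhibition, versus mean bacterial control, above a set limit; inconclusive = no clear call, values can overlap the other calls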;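 note: capsule biogenesis inhibitors block K1F phage lysis so surviving cells raise fluorescence; higher fluorescence means more inhibition of phage lysis; actives were called in the ten point dose series up to 300 µM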
West Nile antiviral: inhibition of WNV-induced cytopathic effect – cell-based, CPE readout (AID 1621). West Nile virus-infected cells, CPE inhibition; higher % means a stronger effect. CPE inhibition, % at 10 µM, or IC50 in µM where a hit was titrated. 0.02% of 290,000 active; in the data active = a potency from the dose series; inconclusive = CPE inhibition mostly from about 3.7% at the one dose, without a potency; inactive = the rest, 99 in 100 with CPE inhibition below about 2.2%; note: strong numbers were not always called active
T cell modulator: modulates CD8 T cell binding to vesicles. AID 2052. 0.068% of 330,000 active. calls only at 7 µM. 2C CD8+ T cell-vesicle binding, flow cytometry; active compounds read low;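 active = response, share of CD8 T cells binding vesicles, and their 90th percentile fluorescence all below set limits, cut at about 80% in these data, passing the limit was not always enough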
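Test system: purified 2C TCR transgenic mouse naive CD8+ T cells. Probe or stimulus: QL9-peptide-loaded Drosophila micro-vesicles bearing Ld, ICAM-1 and B7-1. Incubation: binding step 1.5 h, 37 °C, antibody labelling 20 min, ice. Measured by: flow cytometry of vesicle-bound cells.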
RSV antiviral HEp-2: inhibition of RSV-induced cytopathic effect – HEp-2 cells, primary 10 µM value included (AID 2391); HEp-2 cells, RSV-induced CPE inhibition; higher % means a stronger effect; CPE inhibition, % at 10 µM; hits with a dose series show IC50 in µM; 0.13% of 310,000 active; in the data active = a potency from the dose series; inconclusive = CPE inhibition mostly from about 23% at the one dose, without a potency; inactive = the rest, 99 in 100 with CPE inhibition below about 21%; note: strong numbers were not always called active
P. falciparum M17LAP: P. falciparum M17LAP inhibitors, primary screen, biochemical, fluorogenic H-Leu-NHMec substrate, 1536-well (AID 1619) | recombinant M17LAP, H-Leu-NHMec fluorogenic kinetic assay; higher % means a stronger effect | inhibition, % at 30 µM, or IC50 in µM where a hit was titrated | 0.38% of 220,000 active;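 active = compound inhibiting the enzyme by more than half at any dose during confirmatory dose-response retesting; inconclusive = strong single-dose inhibitors picked by rank but not retested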;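 note: plate controls were full reaction with DMSO carrier for no effect and no enzyme background for full effect; strong numbers were not always called active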
PMI inhibitors: MPI enzyme activity inhibition – biochemical, fluorescence intensity, coupled assay, primary screen (AID 1209); purified PMI enzyme, coupled fluorescence intensity; higher % means a stronger effect; one-dose inhibition, % at 20 µM; IC50 in µM for titrated hits; 0.42% of 190,000 active;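 note: plate controls were DMSO vehicle for no effect and wells lacking substrate for full effect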
T cell modulator vesicle-bound %: further read-out of T cell modulator, marked with its call; double positive events, %; measured here: CD8+ vesicle-bound cell fraction;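 binding gate set so that unloaded-vesicle control wells show 10% double positive cells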
Starred values were filed as active, the others as inactive; i = inactive; ? = inconclusive; . = not tested or not shown; [ ] = another dose, or the depositor's remark. Cut-off read from the data, not from the text of the source, unless noted: active = inhibition above about 50%; inactive = the rest.

SMILES | TNAP activators | PMI inhibition | P. falciparum M1AAP | K1F lysis inhibition | West Nile antiviral | T cell modulator | T cell modulator vesicle-bound % | RSV antiviral HEp-2 | P. falciparum M17LAP | PMI inhibitors
Fc1ccc(Br)cc1/C=N/n1cnnc1 | 1 | 12% | -13% | 0.1% | 0.1% | i | 26 | 5.4% | 6% | 8%
Nc1nc(SCc2ccccc2Cl)ns1 | 1.1 | 14% | -3% | -0.1% | -0.2% | i | 20 | 1.9% | 17% | 12%
O=C(CCC(=O)Nc1ccc(F)cc1)N/N=C/c1cccs1 | . | . | . | 1.4%[50 µM] | -0.5% | i | 60 | 1.5% | . | .
c1ccc(Cn2nc(-c3ccccc3)nc2-c2ccccc2)cc1 | 1.1 | 7% | 5% | 3.0% | -0.9% | i | 47 | 17% | 11% | 23%
CC(C)N1C/C(=C/c2cccnc2)C(=O)/C(=C/c2cccnc2)C1 | 1.1 | 1% | 2% | 1.3%[50 µM] | -0.6% | . | . | . | -7% | 12%
Cc1ccc(N(CC(O)CON=C2c3ccccc3-c3ccccc32)S(C)(=O)=O)cc1 (stereo not drawn) | 1 | 11% | 3% | 1.6% | 1.0% | i | 12 | -4.8% | -28% | 20%
CCOC(=O)C1=C(C)N(CCCCCC(=O)O)C(=O)NC1c1ccccc1Cl (stereo not drawn) | 1.1 | -5% | 5% | 0.7% | -0.6% | i | 14 | -1.1% | 26% | -6%
c1csc(CNCc2ccncc2)c1 | 1.1 | -32% | 1% | 0.1% | -0.3% | i | 64 | 1.4% | -1% | -37%
COc1cccc(CSc2nccn2C)c1 | . | . | . | 0.2% | 0.0% | i | 58 | 1.8% | . | .
O=C1C2C(C(=O)N1/N=C/c1ccc(N3CCCCC3)o1)C1C=CC2C12CC2 (stereo not drawn) | 0.9 | 31% | 0% | 0.7%[50 µM] | -0.1% | i | 4 | 0.4% | 2% | 22%
CCC(C)NS(=O)(=O)c1ccc(NC(C)=O)cc1 (stereo not drawn) | 1.1 | -3% | 1% | 0.2% | -0.3% | i | 22 | 0.8% | 6% | -3%
CCCCC(=O)C1CCN(Cc2ccccc2)CC1 | 1.1 | 8% | 1% | -0.1%[50 µM] | -0.3% | i | 56 | 0.4% | 0% | 1%
CN(C)CCNc1c2c(nc3ccccc13)CCC2 | . | . | . | ? | 0.2% | i | 61 | -1.0% | . | .
O=C(NC1CCCCC1)C(c1ccncc1)N(C(=O)c1csnn1)c1cccc(F)c1 (stereo not drawn) | . | . | . | 0.6% | 0.9% | i | 29 | 0.6% | . | .
Cc1onc(-c2c(F)cccc2Cl)c1C(=O)N1CCSCC1 | . | . | 7% | . | -0.6% | i | 40 | 2.4% | 3% | .
C=CCn1c(COc2ccc(F)cc2)nnc1SCC(=O)Nc1cccc(S(N)(=O)=O)c1 | 1 | 11% | 2% | . | 0.6% | i | 55 | 0.3% | 6% | 7%
O=C(Nc1nccs1)c1ccc2c(c1)OCO2 | . | . | . | 0.2% | -0.7% | i | 50 | 0.9% | . | .
COCCNC(=O)/C(C#N)=c1\s/c(=C\c2ccccc2OC(F)F)c(=O)n1Cc1ccccc1 | 1.1 | -9% | 7% | . | 0.0% | i | 23 | 1.8% | -2% | 5%
O=C(CCCN1C(=O)C(c2ccccc2)Oc2cccnc21)NCc1ccccc1Cl (stereo not drawn) | . | . | . | 0.2% | 1.4% | i | 14 | 8.1% | . | .
CCc1nc(SCc2ccccc2C)n[nH]1 | . | . | . | 0.4% | -0.4% | i | 52 | -0.7% | . | .
Cc1ccc(C(=O)OC(C)CN2CCOCC2)cc1 (stereo not drawn) | 1.1 | -6% | 2% | 0.7% | 0.2% | i | 20 | -0.7% | 14% | -22%
CCC(=O)Nc1c(C)c(CC)nc2ccccc12 | 1.1 | 0% | -1% | 0.9% | 0.3% | i | 14 | -0.1% | -15% | 4%
COc1cc(C=O)ccc1OCCCOc1ccccc1C(=O)O | 1 | -4% | 2% | 1.6% | 0.1% | i | 15 | 8.4% | 1% | -9%
COc1ccccc1CNc1ccc2nnc(CCNC(=O)c3ccc(C)cc3)n2n1 | 1.1 | 2% | -1% | 0.1% | -0.5% | i | 24 | -1.2% | 16% | -6%
CC(C)NC(=O)CN(C(=O)CCC(=O)Nc1ccccn1)c1ccc(F)c(Cl)c1 | 1.1 | 6% | 0% | 0.6% | 0.0% | i | 43 | 0.4% | 0% | 3%

Carrying on:
SMILES | TNAP activators | PMI inhibition | P. falciparum M1AAP | K1F lysis inhibition | West Nile antiviral | T cell modulator | T cell modulator vesicle-bound % | RSV antiviral HEp-2 | P. falciparum M17LAP | PMI inhibitors
CCCN(CCC)CCCNC(=O)c1cn(CC)c2ccc(S(=O)(=O)N(C)C3CCCCC3)cc2c1=O | . | . | . | -0.3% | 0.1% | i | 12 | -0.9% | . | .
O=C(Nc1nc(-c2ccccn2)cs1)c1ccc(Br)s1 | 1.1 | -13% | -8% | 0.1% | ? | i | 14 | -2.1% | 6% | -10%
c1ccc2c(c1)CCN(C1=Nc3cccc4cccc1c34)C2 | 1.2 | 60%* | 5% | 0.8% | -1.5% | . | . | . | 6% | 12%
Cc1cc(C(=O)NC2CCCCC2)on1 | . | . | 13% | 0.1% | -0.2% | i | 36 | 1.7% | 14% | .
S=c1[nH]c2ccccc2n2cccc12 | . | . | 5% | 0.1% | -0.1% | i | 64 | 11% | 5% | .
COCCN(C(=S)Nc1ccc(C)cc1)C(C)c1ccco1 (stereo not drawn) | . | . | -7% | 0.2% | 0.8% | i | 41 | 0.5% | -12% | .
O=C(Cc1ccccc1[N+](=O)[O-])NC1CC2CCC1C2 (stereo not drawn) | . | . | . | 0.4% | -1.0% | i | 57 | 1.3% | . | .
Cc1ccc2c(C(=O)CSc3ccccc3)c(C)[nH]c2c1 | 0.9 | 3% | 5% | 1.9% | -0.5% | i | 52 | 1.6% | 3% | 5%
COc1ccc(N(C(=O)c2ccco2)S(=O)(=O)c2cc(Cl)c(Cl)cc2Cl)cc1 | 1.1 | 14% | 2% | -0.8% | 1.4% | i | 0 | 2.4% | -2% | 9%
Cc1nc2ccccc2c(=O)n1NC(=O)c1ccccc1[N+](=O)[O-] | 1 | -14% | 13% | -1.0% | 0.3% | i | 45 | -1.6% | 2% | -12%
CN1CCC(N(C)S(=O)(=O)c2ccc(C(C)(C)C)cc2)CC1 | . | . | . | 0.5% | -0.7% | i | 44 | -1.1% | . | .
COc1ccc(S(=O)Cc2ccc(C(=O)N3CCN(C(=O)c4ccco4)CC3)o2)cc1 (stereo not drawn) | . | . | . | 0.4% | -0.4% | i | 8 | 0.9% | . | .
COc1ccc(CN2CC(C(=O)NCCCN3CCOCC3)CC2=O)cc1 (stereo not drawn) | 1.1 | 2% | -2% | -0.4% | 0.3% | i | 12 | -1.3% | 15% | 1%
O=C(Nc1cccc(S(=O)(=O)N2CCOCC2)c1)c1cn(-c2ccccc2)nc1-c1ccccc1 | 1.1 | 15% | 5% | 0.3% | -0.8% | i | 38 | 12% | -5% | 20%
CC(=O)c1cccc(CN2CCN(CC(C)C)C(CCO)C2)c1 (stereo not drawn) | 1.1 | 7% | 10% | 0.5% | -0.6% | i | 57 | 0.6% | 8% | 8%
COc1ccc(C(=O)NC(C)(C)C)cc1S(=O)(=O)N1CCCC1 | 1.2 | 1% | 11% | 0.5% | -0.4% | i | 49 | 0.2% | 10% | 0%
COc1ccc(CN2CCc3cc(OC)c(OC)cc3C2)cc1O | 1.1 | 4% | -3% | -0.5% | -0.2% | i | 14 | 0.7% | -1% | 4%
CCNc1nc(NC(C)C)nc(N(C#N)Cc2ccccc2)n1 | 1 | -9% | -3% | 0.2% | -0.5% | i | 53 | 9.9% | 5% | 3%
Cc1ccc(C)c(S(=O)(=O)N2CCN(CC(=O)Nc3ccc4c(c3)OCCO4)CC2)c1 | 1.1 | 11% | -2% | 0.1% | -0.6% | i | 46 | -1.3% | -3% | 8%
NC(=O)CC(NC(=O)c1ccc(Br)cc1)c1ccc(NCc2ccc(F)cc2)c([N+](=O)[O-])c1 (stereo not drawn) | . | . | 5% | 2.7% | 0.0% | i | 35 | 1.2% | -9% | .
N#Cc1c(Cl)nc(-c2ccncc2)nc1-c1ccccc1 | . | . | . | 0.1% | -0.3% | i | 17 | -0.3% | . | .
CCOc1ccc2nc(NC(=O)Cc3cccs3)sc2c1 | 1 | 4% | 1% | 2.1%[50 µM] | 0.8% | i | 45 | 40% | 3% | 17%
Cc1ccc(NC(=O)CSc2nnc(C3CCCCC3)n2N)cc1F | 1 | 6% | -16% | 0.3% | -1.0% | i | 52 | -0.9% | 4% | 6%
CCOC(=O)C1=C(C)NC(=S)N(C=O)C1c1ccccc1 (stereo not drawn) | 1 | 9% | 6% | 1.6% | -0.6% | i | 44 | -1.3% | 8% | 5%
Cc1cc(C)c(S(=O)(=O)NC2CC3CCC2C3)c(C)c1 (stereo not drawn) | . | . | . | -0.2% | -1.5% | i | 58 | ? | . | .
COCCC(=O)NNS(=O)(=O)c1ccc(Cl)cc1 | 1.1 | -3% | -1% | 6.5% | 0.1% | i | 53 | 0.6% | 1% | -3%
COc1ccccc1N/C(N)=N/c1nc(C)cc(C)n1 | . | . | 1% | -0.2% | -0.3% | i | 33 | 1.6% | 1% | .
CCCCNS(=O)(=O)c1ccc2nc(SCC(=O)Nc3ccccc3Cl)[nH]c2c1 | 1.1 | 24% | -3% | 1.8% | 0.0% | i | 35 | 6.0% | 10% | 27%
Cc1noc2ncnc(Oc3ccc(C(C)(C)C)cc3)c12 | 1 | -2% | 3% | -0.4% | 0.7% | i | 16 | -0.4% | 5% | -4%
CC1CN(Cc2ccccc2)C(C)CC1O (stereo not drawn) | 1.1 | -8% | 8% | 0.7% | 0.6% | i | 29 | 1.6% | -22% | -6%

4 of the compounds above, tab-delimited:
Structure	TNAP activators	PMI inhibition	P. falciparum M1AAP	K1F lysis inhibition	West Nile antiviral	T cell modulator	T cell modulator vesicle-bound %	RSV antiviral HEp-2	P. falciparum M17LAP	PMI inhibitors
COc1ccc(CN2CC(C(=O)NCCCN3CCOCC3)CC2=O)cc1 (stereo not drawn)	1.1	2%	-2%	-0.4%	0.3%	i	12	-1.3%	15%	1%
c1ccc2c(c1)CCN(C1=Nc3cccc4cccc1c34)C2	1.2	60%*	5%	0.8%	-1.5%	.	.	.	6%	12%
CCOC(=O)C1=C(C)NC(=S)N(C=O)C1c1ccccc1 (stereo not drawn)	1	9%	6%	1.6%	-0.6%	i	44	-1.3%	8%	5%
O=C(Nc1cccc(S(=O)(=O)N2CCOCC2)c1)c1cn(-c2ccccc2)nc1-c1ccccc1	1.1	15%	5%	0.3%	-0.8%	i	38	12%	-5%	20%
